Screening data (PubChem)
GSTO1 counter: inhibitors of recombinant GSTO1, primary screen, counter-screen for RBBP9 inhibitor project, biochemical, fluorescence polarization. AID 1974, 2009. inhibition, % at 5.96 µM. activity-based probe fluorescence polarization. actives 1.1% (n = 300,000);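 active means inhibition above the campaign mean inhibition plus 3 SD, cut at about 35% in these data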;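 further: 0% = GSTO1-1 with DMSO and 100% = wells lacking GSTO1-1 enzyme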
EBNA-1 inh: EBNA-1 DNA-binding inhibitors, primary screen, biochemical, fluorescence polarization; AID 1950, 2009; actives 0.34% (n = 300,000); inhibition, % at 14.8 µM; in the data active means inhibition above about 28%
PAD4 FP inh: human PAD4 inhibitors, primary screen, biochemical, fluorescence polarization, 1536-well format; recombinant PAD4, RCA probe fluorescence polarization; inhibition, % at 6.36 µM; actives 0.41% (n = 330,000);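 active means percent inhibition above a cutoff equal to the mean of all tested compounds plus 3 SD, cut at about 15% in these data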;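 further: 0% = PAD4 with RCA probe and DMSO and 100% = probe without PAD4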
Target sequence (Q9UM07 whole entry, looked up): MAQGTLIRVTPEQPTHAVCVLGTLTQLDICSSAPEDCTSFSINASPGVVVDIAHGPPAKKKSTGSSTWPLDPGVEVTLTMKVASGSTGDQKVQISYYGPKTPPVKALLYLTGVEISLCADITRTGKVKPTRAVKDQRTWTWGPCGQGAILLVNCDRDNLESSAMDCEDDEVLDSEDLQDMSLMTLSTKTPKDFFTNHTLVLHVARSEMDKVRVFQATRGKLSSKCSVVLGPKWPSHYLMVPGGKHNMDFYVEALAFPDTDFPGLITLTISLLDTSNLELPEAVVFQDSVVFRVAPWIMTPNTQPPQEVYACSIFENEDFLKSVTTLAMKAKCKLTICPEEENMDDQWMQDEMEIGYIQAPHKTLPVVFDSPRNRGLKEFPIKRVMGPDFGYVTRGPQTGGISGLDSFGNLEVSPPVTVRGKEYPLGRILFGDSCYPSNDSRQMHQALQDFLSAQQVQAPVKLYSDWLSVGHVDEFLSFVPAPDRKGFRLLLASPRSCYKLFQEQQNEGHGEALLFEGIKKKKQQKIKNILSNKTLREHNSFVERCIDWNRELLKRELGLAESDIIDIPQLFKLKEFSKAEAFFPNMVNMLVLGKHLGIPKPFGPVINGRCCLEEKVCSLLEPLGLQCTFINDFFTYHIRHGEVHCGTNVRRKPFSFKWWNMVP
PAFAH2 inh: PAFAH2 enzyme inhibitors, primary screen, biochemical, fluorescence polarization, human. Platelet-activating factor acetylhydrolase 2, cytoplasmic (Homo sapiens), Q99487. recombinant PAFAH2, FP-rhodamine activity probe. inhibition, % at 3.39 µM. actives 0.99% (n = 340,000). AID 492956, 2010;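 active means inhibition above the mean over all tested compounds plus 3 SD, cut at about 30% in these data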;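 further: inhibitors block probe labeling of enzyme so polarization drops; 0% = enzyme with DMSO and 100% = wells lacking PAFAH2 protein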
LYPLA1 inh: LYPLA1 inhibitors, primary screen, counter-screen for PME1 inhibitor project, biochemical, fluorescence polarization, FP-Rh probe ABPP. inhibition, % at 5.9 µM. recombinant LYPLA1. actives 0.16% (n = 320,000). Acyl-protein thioesterase 1 (Homo sapiens), O75608;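 active means inhibition above the mean of all tested compounds plus 3 SD, set per campaign, cut at about 14% in these data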;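 further: inhibitors block serine hydrolase probe labeling of LYPLA1 so polarization falls; 0% = enzyme with DMSO and 100% = wells lacking LYPLA1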
PAFAH1B3 inh: PAFAH1B3 enzyme inhibitors, primary screen, biochemical, fluorescence polarization, human; Platelet-activating factor acetylhydrolase IB subunit alpha1 (Homo sapiens), Q15102; recombinant PAFAH1B3, FP-rhodamine probe; inhibition, % at 3.39 µM; actives 0.28% (n = 340,000); AID 492972, 2010;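 active means inhibition above the screen-wide average of all tested compounds plus 3 SD, cut at about 25% in these data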;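 further: 0% = enzyme with DMSO only and 100% = wells lacking PAFAH1B3 protein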
Target sequence (Q15102 whole entry, looked up): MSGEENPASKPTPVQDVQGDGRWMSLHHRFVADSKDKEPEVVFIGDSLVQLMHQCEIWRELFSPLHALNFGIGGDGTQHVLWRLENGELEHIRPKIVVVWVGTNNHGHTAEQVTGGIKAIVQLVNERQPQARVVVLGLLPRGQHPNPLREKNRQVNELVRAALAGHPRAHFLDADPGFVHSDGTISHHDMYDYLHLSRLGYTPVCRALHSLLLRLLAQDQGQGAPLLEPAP
ZTA DNA inh: ZTA (EBV) inhibition in EBNA-1 counter-screen; P03206; ZTA-DNA binding, fluorescence polarization; inhibition, % at 11 µM; actives 0.15% (n = 320,000); AID 2234; in the data active means inhibition above about 33%
LYPLA2 inh: LYPLA2 inhibitors, primary screen, counter-screen for PME1 inhibitor project, biochemical, fluorescence polarization, FP-Rh probe ABPP; recombinant LYPLA2; inhibition, % at 5.9 µM; actives 0.38% (n = 320,000); Acyl-protein thioesterase 2 (Homo sapiens), O95372;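 active means inhibition above the screen-wide mean plus 3 SD, limit set per campaign, cut at about 26% in these data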;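 further: 0% = LYPLA2 with DMSO and 100% = wells lacking LYPLA2 enzyme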
PREPL inhibitor: PREPL enzyme inhibitors, primary screen, biochemical, fluorescence polarization; recombinant PREPL, fluorescence polarization activity-based probe; actives 0.68% (n = 320,000); inhibition, % at 5.96 µM; in the data active means inhibition above about 43%;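 further: 0% = enzyme with DMSO and 100% = wells lacking enzyme; many of its hits are not listed in these tables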
* hit, by the source's call; . = no result given. An excerpt (hit frequency here may not be typical).

Sample of the layout, three compounds:
| structure | GSTO1 counter | EBNA-1 inh | PAD4 FP inh | PAFAH2 inh | LYPLA1 inh | PAFAH1B3 inh | ZTA DNA inh | LYPLA2 inh | PREPL inhibitor |
| --- | --- | --- | --- | --- | --- | --- | --- | --- | --- |
| CN1C(=O)C(C)(C)c2cc(S(=O)(=O)N3CCN(c4ccccc4)CC3)ccc21 | 1.2 | -7.4 | -0.1 | 4.5 | -4.1 | 0.2 | -3.7 | -4.2 | -79.3 |
| O=C(COc1ncnc2c(Cl)cc(Cl)cc12)Nc1cc([N+](=O)[O-])ccc1Cl | 1.8 | -1.8 | 4.8 | -17.1 | -4.1 | 4.8 | -2.0 | -1.7 | 3.4 |
| CC(OC(=O)Cn1cc(C(F)(F)F)ccc1=O)C(=O)N(C)c1ccccc1 (stereo unspecified) | . | . | 0.3 | 5.4 | . | 15.6 | . | . | 19.7 |

All compounds of this part (from the top)
| structure | GSTO1 counter | EBNA-1 inh | PAD4 FP inh | PAFAH2 inh | LYPLA1 inh | PAFAH1B3 inh | ZTA DNA inh | LYPLA2 inh | PREPL inhibitor |
| --- | --- | --- | --- | --- | --- | --- | --- | --- | --- |
| CN1C(=O)C(C)(C)c2cc(S(=O)(=O)N3CCN(c4ccccc4)CC3)ccc21 | 1.2 | -7.4 | -0.1 | 4.5 | -4.1 | 0.2 | -3.7 | -4.2 | -79.3 |
| O=C(COc1ncnc2c(Cl)cc(Cl)cc12)Nc1cc([N+](=O)[O-])ccc1Cl | 1.8 | -1.8 | 4.8 | -17.1 | -4.1 | 4.8 | -2.0 | -1.7 | 3.4 |
| CC(OC(=O)Cn1cc(C(F)(F)F)ccc1=O)C(=O)N(C)c1ccccc1 (stereo unspecified) | . | . | 0.3 | 5.4 | . | 15.6 | . | . | 19.7 |
| N=C1c2ccccc2CN1c1ccc(S(=O)(=O)N2CCCCC2)cc1 | -5.0 | -0.1 | -1.7 | -1.8 | -0.5 | 11.8 | 2.0 | 0.5 | 5.4 |
| CC(=O)N(/N=C1\Sc2ccccc2C1=O)c1ccccc1C | 40.8* | -5.8 | -18.4 | 3.8 | 6.2 | 40.9* | 5.3 | 3.9 | -23.3 |
| Cc1ccc(C(=O)OCC(=O)NCc2ccccc2)cc1S(=O)(=O)N1CCCCC1 | . | . | -1.6 | -2.7 | -2.5 | 2.6 | 3.7 | 0.6 | 1.8 |
| Cc1ccc(SC[C@H](C)CN2CC[C@H](NC(=O)OCc3ccccc3)CCC2=O)cc1 | 2.4 | -4.9 | -0.2 | -2.7 | 2.3 | -5.3 | 0.5 | 0.3 | 1.2 |
| COc1cccc(C(=O)/C=C/Nc2ccc(S(=O)(=O)Nc3ccc(C(C)=O)cc3)cc2)c1 | -9.3 | -3.4 | 7.8 | -4.8 | -16.9 | 4.4 | 13.8 | -14.8 | 8.7 |
| COC(=O)c1[nH]nc(C(=O)OC(C)(C)C)c1-c1ccccc1 | -1.9 | 7.1 | -1.5 | 1.4 | -1.0 | 5.3 | -12.2 | 3.6 | 16.8 |
| CC(=O)c1sc(NC(=O)CCS(=O)(=O)c2ccccc2)nc1C | -4.0 | -0.6 | -1.8 | 6.8 | -1.0 | 4.0 | 8.1 | 3.9 | -1.8 |
| COc1ccc2c(CC(=O)NNC(=O)c3ccc(C)cc3)coc2c1 | . | . | -5.9 | 8.6 | . | 3.2 | . | . | 30.0 |
| COc1ccc(CNC(=O)COC(=O)CN2C(=O)C3CC=CCC3C2=O)cc1 (stereo unspecified) | . | . | 4.1 | 2.7 | . | 10.0 | . | . | 3.2 |
| O=C(NCCCCc1ccccc1)c1ccc(F)cc1 | 10.1 | -0.3 | 3.8 | 1.5 | -0.7 | 2.8 | -8.9 | 1.8 | -11.3 |
| Cc1ccc(-n2c(SCC3CNC(=O)O3)nnc2-c2ccccc2)cc1C (stereo unspecified) | 3.2 | 1.1 | 0.8 | . | -2.5 | . | 1.0 | 2.4 | -6.2 |
| Cc1ccc(-c2cccc(C3CC=CC4C3C(=O)N(Cc3ccccc3)C4c3ccc4ccccc4c3)c2)cc1 (stereo unspecified) | -15.6 | 5.4 | -5.9 | 6.3 | -3.5 | 2.8 | -9.8 | -3.4 | -11.9 |
| CCOC(=O)N1CCC(NS(=O)(=O)c2cc3c(cc2Cl)NC(=O)CO3)CC1 | -0.8 | 4.9 | 3.3 | 3.7 | 0.1 | 7.2 | -1.1 | -2.6 | 3.3 |
| O=C(O)/C=C\C(=O)Nc1ccc(Oc2ccc(Br)cc2)cc1 | 2.3 | -22.7 | -10.8 | 7.3 | 1.3 | 0.8 | -11.2 | 15.1 | 16.6 |
| CCOC(=O)C(Cc1cc(C(C)=O)ccc1OC(C)C)C(=O)OCC | 1.2 | 1.9 | 1.8 | 0.2 | -0.2 | -1.8 | 2.3 | 4.4 | 0.7 |
| CCn1c2ccccc2c2cc(N)ccc21 | 7.0 | 6.6 | -7.2 | 0.9 | -4.7 | 10.8 | -6.4 | -5.0 | 23.5 |
| Cc1ccc(SC[C@H](Cc2ccccc2)N2CCN(CC(C)C)CCC2=O)cc1 | . | . | -4.4 | 11.8 | . | -3.8 | . | . | -17.2 |
| O=C(NCCSCc1ccccc1)c1ccc(Cl)c(S(=O)(=O)N2CCOCC2)c1 | -5.4 | 7.2 | 1.4 | -4.1 | -0.4 | 3.8 | 9.6 | 2.0 | 3.1 |
| CC1(c2nnc(-c3ccc(Cl)cc3)o2)CC(c2cccnc2)=NO1 (stereo unspecified) | 7.6 | 5.2 | 2.3 | 2.5 | 0.7 | 4.2 | -1.5 | 5.0 | 3.1 |
| Cc1ccc(-n2c(SCC(=O)NCCN3C(=O)CSC3=O)nnc2-c2ccccc2)cc1C | 0.1 | 2.1 | -2.6 | -0.2 | 0.5 | -7.2 | -9.8 | -5.8 | -2.3 |
| NC(=O)c1ccc(-c2nnn(CC(=O)N(C3CCCCC3)C3CCS(=O)(=O)C3)n2)cc1 (stereo unspecified) | . | . | -1.5 | 1.8 | -1.0 | -1.3 | 7.0 | -3.9 | 5.7 |
| CC1CCN(Cc2c(C(=O)N/N=C/c3cc(Cl)ccc3O)nnn2-c2nonc2N)CC1 | 0.2 | -5.2 | 1.2 | -7.2 | -4.8 | 3.0 | 7.5 | -10.5 | 1.7 |
| O=C(COC(=O)CNC(=O)C12CC3CC(CC(C3)C1)C2)NC1CCS(=O)(=O)C1 (stereo unspecified) | -1.9 | 9.1 | -0.9 | -0.7 | -3.0 | -5.2 | -14.8 | 2.4 | -6.7 |
| Cc1cc(=O)oc2c(C)c(OC(C)C(=O)NCCN3CCOCC3)ccc12 (stereo unspecified) | 0.2 | 4.8 | -2.2 | 2.0 | 2.1 | 8.4 | 9.2 | 4.3 | 0.3 |
| CN(C)S(=O)(=O)c1ccc(C(=O)OCC(=O)Nc2ccc(OC(F)F)cc2)cc1 | 5.6 | 0.3 | -3.2 | -6.7 | 0.7 | 4.8 | 7.5 | -0.7 | -3.8 |
| c1ccc2c(c1)CCCC2NC1=NCCC1 (stereo unspecified) | -7.5 | -9.1 | -3.6 | -6.1 | -4.8 | -2.0 | -17.5 | -2.9 | -7.6 |
| CC(C)OC(=O)/C(C#N)=C/c1ccc(-c2ccc(SC(F)F)cc2)o1 | -2.0 | 17.9 | -2.2 | -6.4 | 2.4 | 5.9 | 9.0 | 5.4 | 5.4 |
| C=C(C)Cn1c(-c2ccc(OC)cc2)nc2ccccc21 | -6.2 | 0.2 | -2.4 | 6.3 | 1.6 | 8.6 | 1.4 | -1.9 | -2.1 |
| Cc1cc(C(C2C(=O)CC(C)(C)CC2=O)C2C(=O)CC(C)(C)CC2=O)cc(C)c1OC(F)F | 7.2 | -1.3 | 5.1 | 6.7 | 0.3 | 7.2 | 11.3 | 9.3 | 5.6 |
| O=C(c1ccc([N+](=O)[O-])cc1)N(Cc1ccccc1)c1ccccn1 | 7.5 | 4.6 | -5.0 | 3.6 | -0.7 | 6.2 | 10.6 | -2.9 | 3.3 |
| O=C(C1CCN(S(=O)(=O)c2cccc3cccnc23)CC1)N1CCN(C2CCCC2)CC1 | -1.2 | 13.7 | 1.1 | 0.2 | -1.9 | 4.2 | 8.5 | 3.3 | 1.0 |
| CN(c1ccc(C(=O)NCCCn2ccnc2)cc1)S(C)(=O)=O | 4.6 | 10.2 | 11.7 | -1.5 | 4.0 | 6.9 | 8.6 | 7.7 | -2.6 |
| CCOC(=O)NC1(C(F)(F)F)NC(=O)N(Cc2ccco2)C1=O (stereo unspecified) | -1.6 | -0.5 | 1.6 | -8.7 | -2.9 | 6.4 | -3.5 | -4.7 | -0.2 |
| NC(=O)c1sc2nc(-c3cccs3)ccc2c1N | 7.7 | -0.2 | 0.4 | 0.6 | 0.1 | 1.5 | -17.9 | 1.0 | 14.1 |
| COCCNC(=O)CC(=O)N/N=C/c1cccc(C(=O)OC)c1 | 3.8 | -1.8 | 0.3 | -1.2 | 0.6 | -0.7 | 11.2 | -1.5 | 1.5 |
| COc1ccc(OC2C(=O)N(Cc3ccc4c(c3)OCO4)C2c2sccc2C)cc1 (stereo unspecified) | -0.3 | 3.1 | -2.5 | 0.5 | -3.4 | 17.5 | 5.6 | -2.0 | -4.9 |
| CCCN(CCO)Cc1cccc(Br)c1 | 0.6 | 0.4 | 1.4 | 0.9 | -0.6 | 6.8 | 3.7 | 1.9 | -2.1 |
| Cc1ccc(NS(=O)(=O)c2ccc(Cl)c(C(=O)O)c2)cc1S(=O)(=O)N1CCOCC1 | 23.5 | 5.9 | -4.6 | -4.6 | -2.0 | 2.9 | -9.1 | 1.1 | -1.2 |
| CCOc1ccccc1N1CC(C(=O)Nc2ccccc2CC)CC1=O (stereo unspecified) | 3.3 | 13.4 | -1.6 | 0.6 | -3.6 | 5.6 | -11.5 | 0.8 | -14.5 |
| Nc1ccc2nc(-c3cccc(-c4nc5ccc(N)cc5[nH]4)c3)[nH]c2c1 | -7.3 | -10.0 | -21.7 | 6.7 | -3.8 | 30.5* | -22.3 | -10.1 | 28.1 |
| COc1cc(OC)cc(-c2c(-c3cccs3)c3cc(-c4ccc(OC)nc4)ccc3n2C)c1 | . | . | 2.8 | -11.8 | 1.2 | 0.2 | 4.9 | 3.7 | 21.7 |
| COC(=O)NNC(=O)COc1ccc(Cl)cc1 | -3.0 | -7.3 | -3.8 | 7.3 | 2.4 | 6.4 | -2.4 | 12.1 | 25.3 |
| C[C@H](CO)N1C[C@H](C)[C@@H](CN(C)S(=O)(=O)c2ccc(F)cc2)Oc2ccc(NS(=O)(=O)c3cccs3)cc2C1=O | . | . | -5.2 | 3.1 | . | 23.8 | . | . | 15.9 |
| CC(C(=O)NCC1(c2ccccc2)CCCC1)N1CCCC1 (stereo unspecified) | 2.3 | -5.0 | -0.5 | 4.5 | 2.1 | 8.8 | 4.4 | 4.7 | 3.8 |
| CC(C)c1nnc(NC(=O)c2cc3ccccc3o2)s1 | -8.8 | -10.1 | -4.1 | 2.5 | -0.3 | 9.4 | -24.5 | 3.4 | 5.3 |
| CC1CCN(c2ccccc2NC(=O)c2ccc(N3CCOCC3)c([N+](=O)[O-])c2)CC1 | 3.4 | -0.1 | -6.1 | 2.0 | -0.5 | 6.9 | -3.7 | 3.0 | 3.6 |
| COc1cc(C(=O)NCCC(=O)NC2CCCCCCC2)cc(OC)c1OC | 0.0 | -2.2 | -7.0 | -8.2 | 1.2 | 6.5 | -1.6 | -0.5 | 13.2 |
| Cc1cc(C)cc(OCC(=O)Nc2ccc3c(c2)OCO3)c1 | 1.1 | -0.1 | -0.7 | -0.7 | -0.8 | 7.2 | -22.1 | 3.4 | 4.7 |
